MrgX1 antagonist = human MrgX1 receptor antagonism, primary screen; B-score at 10 µM; MRGX1-HEK293 calcium flux, Fluo-4, BAM8-22 antagonism; active compounds read low; AID 588676; hit rate 1.3% among 310,000; Q96LB2;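 active = calcium-response B-score plate-corrected more than 3 library SD below zero, starting fluorescence within 5 deviations, no agonist response on first addition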;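 also: peak minus trough fluorescence over baseline after final BAM8-22 challenge near maximal dose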
TRPC6 inh = blocks the mouse TRPC6 cation channel; Q61143; HEK293-TRPC6, membrane potential dye, ACh-evoked depolarization; active compounds read low; AID 2553; B-score at 10 µM; hit rate 1.1% among 310,000;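 active = B-score under library mean minus 3 SD, initial fluorescence not abnormally high, positive integrated signal ratio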;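 also: B-score derived from integrated fluorescence ratio over the kinetic read; more negative B-score means stronger inhibition of depolarization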
Target sequence (Q61143 whole entry, looked up): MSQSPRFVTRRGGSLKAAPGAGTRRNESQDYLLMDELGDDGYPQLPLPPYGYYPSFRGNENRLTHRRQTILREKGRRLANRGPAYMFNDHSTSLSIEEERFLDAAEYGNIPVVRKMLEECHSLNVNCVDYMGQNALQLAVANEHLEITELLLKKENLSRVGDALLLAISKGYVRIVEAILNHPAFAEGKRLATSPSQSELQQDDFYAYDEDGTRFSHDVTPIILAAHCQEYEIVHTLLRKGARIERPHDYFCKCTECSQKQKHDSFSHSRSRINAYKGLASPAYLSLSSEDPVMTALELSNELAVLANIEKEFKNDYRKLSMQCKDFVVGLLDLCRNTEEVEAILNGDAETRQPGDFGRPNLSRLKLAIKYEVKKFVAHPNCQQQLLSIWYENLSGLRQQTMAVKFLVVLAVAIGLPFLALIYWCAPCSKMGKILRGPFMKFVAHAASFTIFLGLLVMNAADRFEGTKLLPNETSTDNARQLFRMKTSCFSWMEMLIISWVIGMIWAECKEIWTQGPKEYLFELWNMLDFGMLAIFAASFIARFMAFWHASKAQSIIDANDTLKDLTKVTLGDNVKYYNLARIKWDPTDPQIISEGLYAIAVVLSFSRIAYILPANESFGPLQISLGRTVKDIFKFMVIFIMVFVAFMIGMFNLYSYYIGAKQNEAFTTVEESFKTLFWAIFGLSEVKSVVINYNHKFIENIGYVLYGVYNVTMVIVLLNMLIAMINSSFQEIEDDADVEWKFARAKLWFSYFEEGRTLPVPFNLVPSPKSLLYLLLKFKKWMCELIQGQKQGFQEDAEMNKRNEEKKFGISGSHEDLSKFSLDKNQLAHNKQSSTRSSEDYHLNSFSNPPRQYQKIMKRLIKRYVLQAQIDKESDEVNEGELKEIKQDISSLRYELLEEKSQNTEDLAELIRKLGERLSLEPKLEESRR
AI-2 QS modul = Vibrio harveyi AI-2 quorum sensing modulation | Vibrio harveyi JMH597 AI-2 luminescence/OD600 ratio, 9 h; active compounds read low; strain lacks LuxN and CqsS sensors; 0 = neutral-control median | activity change, % at 7.5 µM | hit rate 0.4% among 300,000; in the data active = activity change below about -75%, passing the limit was not always enough;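 also: luminescence divided by OD600 gain over 9 h not by final OD600 alone; inactives centre near 13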
TRPC4 PAM = allosteric potentiators of mouse TRPC4 channel. hit rate 0.42% among 310,000. AID 2227. Q9QUQ5. HEK293 TRPC4beta/mu-opioid, DAMGO EC20, Fluo-4 Ca2+ flux; active compounds read high. B-score at 10 µM;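 active = B-score of calcium response area above 5 SD of library B-scores, with initial fluorescence ratio within 5 SD of library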;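 also: B-score of integrated fluorescence ratio over time as area under calcium response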
PolyA inhibitor = yeast polyadenylation inhibition; hit rate 0.02% among 300,000; AID 1875; calls only at 12 µM; S. cerevisiae SKY197-pL101 polyadenylation reporter, beta-gal luminescence; efflux-impaired pdr1/pdr3 knockout yeast; score 100 = 6 SD above DMSO;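 active = lowest replicate activity score at least 50, where 100 means six control SD above control mean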;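 also: yeast exposed to compound for 9 h at 30 °C; higher score means more reporter readthrough which indicates perturbed polyadenylation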
TRPC4 agonist = activators of mouse TRPC4 channel | Q9QUQ5 | HEK293 TRPC4beta/mu-opioid, Fluo4 calcium fluorescence; active compounds read high | B-score at 10 µM | hit rate 0.49% among 310,000 | AID 2237;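 active = B-score above 5 SD of library B-scores, and initial fluorescence ratio not above library mean plus 5 SD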;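 also: positive B-score marks a calcium rise read as TRPC4 activation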
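System – HEK293 cells stably co-expressing mouse TRPC4beta and mu-opioid receptor · Signal – Fluo4 calcium-sensitive dye fluorescence, kinetic, 1 Hz baseline · Benchmarks – buffer (low) and maximal DAMGO (high) · Read-out – B score of integrated fluorescence ratio per well · Incubation – dye loading 45 min room temperature, 110 s kinetic read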
MrgX1 PAM = allosterically activates human MrgX1 receptor signaling; Q96LB2; MrgX1-HEK293, Fluo-4 calcium flux, FDSS; active compounds read high; B-score at 10 µM; hit rate 0.63% among 310,000;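 active = plate-corrected calcium response at least 3 library SD above typical, normal starting fluorescence, not activating the receptor alone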;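 also: compound read alongside a low EC10 to EC30 dose of BAM8-22 agonist; peak minus trough fluorescence over baseline measured at the second addition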
MrgX1 ag = human MrgX1 receptor agonism, primary screen. MrgX1-HEK293 cells, Fluo-4 calcium fluorescence, agonist mode; active compounds read high. B-score at 10 µM. hit rate 0.44% among 310,000;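 active = calcium response B-score plate-corrected fluorescence ratio at least 3 library SD, with starting fluorescence B-score inside 5 SD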
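Material – MrgX1-expressing HEK293 cells · Input – 15,000 cells seeded per well · Dosing – compound as first of three additions · Times – overnight seeding, then 1 h dark dye loading · Measured by – kinetic Fluo-4 NW fluorescence of intracellular calcium · Read-out – B-scored fluorescence response ratio · Benchmarks – positive and negative control wells on each plate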
HIF activator = HIF pathway transcriptional activation; U2OS HRE-luciferase reporter, luminescence; normalized: DMSO 0%, desferrioxamine 100%; activation, % at 7.5 µM (by protocol); hit rate 0.32% among 300,000; AID 1910;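 active = mean activation of at least 10% of the iron chelator positive control signal, with at least half of replicates also reaching 10%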
TRPC4 block = inhibitors of mouse TRPC4 channel. Q9QUQ5. HEK293 TRPC4beta/mu-opioid, DAMGO-evoked Fluo4 calcium flux; active compounds read low. B-score at 10 µM. hit rate 0.39% among 300,000. AID 2247;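 active = B-score over 3 SD under the library average, no early fluorescence shift, positive overall ratio signal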
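Assay system: TRPC4beta/mu-opioid receptor HEK293 cell line; compound dosing: single concentration per test compound; detection: Fluo4 Ca2+ flux fluorescence; evaluation: per-well B score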
TRPC6 act = mouse TRPC6 channel activation | Q61143 | HEK293-TRPC6 membrane potential dye fluorescence; active compounds read high | B-score at 10 µM | hit rate 0.13% among 310,000 | AID 2550;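 active = B-score of the integrated fluorescence ratio above library mean plus 3 SD, and starting fluorescence ratio within library mean plus 5 SD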;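 also: higher score means more depolarization so channel activation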
An asterisk follows results filed as active; i = inactive; . = not tested or not shown.

SMILES | MrgX1 antagonist | TRPC6 inh | AI-2 QS modul | TRPC4 PAM | PolyA inhibitor | TRPC4 agonist | MrgX1 PAM | MrgX1 ag | HIF activator | TRPC4 block | TRPC6 act
CCCCC(=O)Nc1ccc(C(=O)N(CC)c2ccccc2C)cc1 | -7* | i | 10 | i | i | i | i | i | 0.9 | i | i
CC1=CC(C)(C)N(C)C(=O)N1c1ccc(Cl)cc1 | i | i | 18 | i | i | i | i | i | 0.2 | i | i
O=C1CCc2cc(S(=O)(=O)N3CCCC3C(=O)NC3CCCCCCC3)ccc2N1 (stereo not given) | i | i | 10 | i | i | i | i | i | -0.2 | i | i
Nc1[nH]n(-c2ccccc2)c(=O)c1N=Nc1ccc2c(c1)OCCO2 | i | i | -21 | i | i | i | i | i | 1.0 | i | i
O=C(O)CSC(C(=O)Nc1ccc(C(F)(F)F)cc1)c1ccccc1 (stereo not given) | i | i | 28 | i | i | i | i | i | 0.1 | i | i
Cc1ccc(Nc2nc(N)c3ccccc3n2)cc1C | i | -12* | 14 | i | i | i | i | i | -2.1 | i | i
O=C1CCCN1CCCN1C(=O)N[C@@H](Cc2ccccc2)C1=O | i | i | 14 | i | i | i | i | i | -0.3 | i | i
CON/C=C(\C=Nc1ccccc1)c1ncc(C(F)(F)F)cc1Cl | i | i | 34 | i | i | i | i | i | 0.0 | i | i
CCN(C(=O)COC(=O)Cn1cnc2c1c(=O)n(C)c(=O)n2C)C1CCS(=O)(=O)C1 (stereo not given) | i | i | 31 | i | i | i | i | i | -0.3 | i | i
CCOC(=O)C(=O)Nc1ccccc1C(=O)Nc1ccc(OC)cc1 | i | i | 18 | i | i | i | i | i | 0.2 | i | i
O=C(O)c1cccc(-c2ccc(/C=C3/SC(=Nc4ccccc4)N(Cc4cccnc4)C3=O)o2)c1 | -5.1* | i | 29 | i | i | i | i | i | -1.4 | i | i
CNc1c([N+](=O)[O-])cnn1-c1ccc(Cl)cc1 | i | i | 40 | i | i | i | i | i | -0.8 | i | i
O=C1CCCC/C1=C/Nc1ccc(S(=O)(=O)Nc2ncccn2)cc1 | i | i | 13 | i | i | i | i | i | 0.3 | i | i
COc1cccc(-n2nnnc2SCC(=O)NCCc2ccccc2)c1 | i | i | 19 | i | i | i | i | i | -0.1 | i | i
COc1ccc(C(=O)C2CCCN(S(=O)(=O)N(C)C)C2)c(C)c1 (stereo not given) | i | i | -5 | i | i | i | i | i | 1.1 | i | i
CSc1ccccc1OCc1cc(C(=O)N2CCc3c(Cl)cccc3C2)no1 | i | i | 26 | i | i | i | i | i | -0.7 | i | i
O=C(c1cc(S(=O)(=O)Nc2ccccc2F)c(Cl)cc1Cl)N1CCN(CCO)CC1 | i | i | -2 | i | i | i | i | i | 0.2 | i | i
COc1ccc(N(C(=O)c2cccnc2)S(=O)(=O)c2cccc([N+](=O)[O-])c2)cc1 | i | i | 0 | i | i | i | 6.7* | i | 0.1 | i | i
CCN(CC)c1ccc([N+](=O)[O-])cc1C(=O)N1CCOCC1 | i | i | 26 | i | i | i | i | i | -0.1 | i | i
Cc1nc2nc[nH]c2cc1Br | i | i | -5 | i | i | i | i | i | -0.4 | i | i
COc1ccc(-c2csc(NCc3ccco3)n2)cc1C | i | i | 12 | i | i | i | i | i | 0.1 | i | i
COc1ccc(OC)c(NC(=O)NCc2ccc(F)cc2)c1 | i | i | 10 | i | i | i | i | i | -0.1 | i | i
O=C(c1ccc(F)cc1)n1cc(C(=S)N2CCOCC2)c2ccccc21 | i | i | 3 | i | i | i | i | i | 0.0 | i | i
COc1ccc(CCN2CC(C(=O)N3CCSCC3)CCC2=O)cc1 (stereo not given) | i | i | 5 | i | . | i | i | i | 0.2 | i | i
CC(CC(F)(F)F)N1CCC(n2nccc2NC(=O)CCOc2ccccc2)CC1 (stereo not given) | i | i | 5 | i | i | i | i | i | 0.5 | i | i

(next part)
SMILES | MrgX1 antagonist | TRPC6 inh | AI-2 QS modul | TRPC4 PAM | PolyA inhibitor | TRPC4 agonist | MrgX1 PAM | MrgX1 ag | HIF activator | TRPC4 block | TRPC6 act
O=C(Cn1nc(-c2ccccc2)ccc1=O)NCCN1CCN(Cc2ccccc2)CC1 | i | i | 12 | 19* | i | i | i | i | . | i | i
CC1CCCCN1C(=O)c1ccc(COc2ccc([N+](=O)[O-])cc2)o1 (stereo not given) | i | i | 19 | i | i | i | i | i | -0.3 | i | i
COC(=O)c1[nH]c2cccc(OC)c2c1NC(=O)CCN1CCSCC1 | i | i | 27 | i | i | i | i | i | 0.0 | i | i
COCC(=O)NCc1ccc2c(c1)OCO2 | i | i | -7 | i | i | i | i | i | 0.3 | i | i
COc1cccc(OC)c1NC(=O)Cc1nn(C)c(=O)c2ccccc12 | i | i | 12 | i | i | i | i | i | 0.9 | i | i
CCOC(=O)C1=C(C)N(CCCCCC(=O)O)C(=O)NC1c1ccc(Cl)cc1 (stereo not given) | i | i | 91 | i | i | i | i | i | -0.7 | i | i
O=C1CC(N(O)C2CC(=O)N(Cc3ccccc3)C2=O)C(=O)N1Cc1ccccc1 (stereo not given) | i | i | 20 | i | i | i | i | i | -1.1 | i | i
CC1CCCN(CCOc2ccc3ccccc3c2Br)C1 (stereo not given) | i | i | 6 | i | i | i | i | i | 2.4 | i | i
CCn1c(SCc2cccc(F)c2)nnc1-c1cccnc1 | i | i | 8 | i | i | i | i | i | 0.0 | i | i
Cc1cc(Br)ccc1NC(=O)c1sc2ncnc(N3CCN(c4ccccn4)CC3)c2c1C | i | i | 26 | i | i | i | i | i | 0.0 | i | i
CC(=O)Nc1ccccc1C(=O)C(=O)Nc1ccc(Cl)cc1 | i | i | 1 | i | i | i | i | i | 2.5 | i | i
Cc1ccc(O)c(-c2cc(C(=O)Nc3c(C)n(C)n(-c4ccccc4)c3=O)[nH]n2)c1 | i | i | 3 | i | i | i | i | i | -0.1 | i | i
O=C(CCc1nnc(C2CCCCC2)o1)N1CCCCC1CCn1cccn1 (stereo not given) | i | i | 22 | i | i | i | i | i | 0.2 | i | i
CC(C)CN(CC(C)C)c1ccc(/C=N/n2cnnc2)cc1[N+](=O)[O-] | i | i | 18 | i | i | i | i | i | 0.3 | i | i
O=C(CCS(=O)(=O)c1ccc2c(c1)NC(=O)CS2)NCCc1ccc(Cl)cc1 | i | i | 8 | i | i | i | i | i | 0.1 | i | i
Cc1nc2scc(C)n2c(=O)c1S(=O)(=O)NCc1ccc(F)cc1 | i | i | 15 | i | i | i | i | i | -1.1 | i | i
C=CCOc1ccc(Cl)cc1CNCCCN1CCOCC1 | i | i | -6 | i | i | i | i | i | -0.2 | i | i
OCCN1CCN(c2nc(-c3ccccc3)c3cc(Br)ccc3n2)CC1 | i | i | 10 | i | i | i | i | i | -0.3 | i | i
O=C(NCc1cccnc1)c1cc([N+](=O)[O-])ccc1N1CCOCC1 | i | i | 23 | i | i | i | i | i | 0.1 | i | i
COc1ccccc1NC(=O)c1cc(-c2ccc(C)o2)nc2ccccc12 | i | i | 7 | i | i | i | i | i | 0.4 | i | i
CCN(CC)S(=O)(=O)c1ccc(NC(=O)c2cccs2)cc1 | i | i | -3 | i | i | i | i | i | 0.4 | i | i
COc1ccc(/C(C)=N/NC(=O)CNC(=O)CCc2ccccc2)c(OC)c1 | i | i | 15 | i | i | i | i | i | 0.1 | i | i
CC1CC(C)CN(S(=O)(=O)c2cc3c4c(c2)C(C)C(=O)N4CCC3)C1 (stereo not given) | i | i | 2 | i | i | i | i | i | -0.4 | i | i
COc1ccc([N+](=O)[O-])cc1CSc1nnc(NC(C)=O)s1 | i | i | 15 | i | i | i | i | i | -0.1 | i | i
O=C(CN1C2=NCCN2c2ccccc21)C12CC3CC(CC(C3)C1)C2 | i | i | 20 | i | i | i | i | i | -0.3 | i | i

The list continues.
SMILES | MrgX1 antagonist | TRPC6 inh | AI-2 QS modul | TRPC4 PAM | PolyA inhibitor | TRPC4 agonist | MrgX1 PAM | MrgX1 ag | HIF activator | TRPC4 block | TRPC6 act
CC1(C)CC(=O)C=C(NCCN2CCN(C(=S)Nc3ccc(F)cc3)CC2)C1 | i | i | 24 | i | i | i | i | i | 0.1 | i | i
CC(C)c1ccc(N(CC(=O)NN=C2CCN(C)CC2)S(=O)(=O)c2ccccc2)cc1 | i | i | 13 | i | i | i | i | i | -0.4 | i | i
COc1ccccc1NC(=O)Cn1c(=O)oc2cc(S(=O)(=O)N3CCCC3)ccc21 | i | i | 10 | i | i | i | i | i | 0.0 | i | i
COc1ccc(OC)c(/C=C/C(=O)N(C)CC(=O)Nc2cc(C)ccc2C)c1 | i | i | 13 | i | i | i | i | i | 0.6 | i | i
CC1(C)OC(c2ccccc2)=C/C(=C/C=C2C(=O)c3ccccc3C2=O)O1 | i | i | 12 | i | i | i | i | i | 0.2 | i | i
Nc1cc(Cl)ccc1C(=O)OCC(=O)NC1CCS(=O)(=O)C1 (stereo not given) | i | i | 27 | i | i | i | i | i | -2.0 | i | i
COc1ccc(-c2n[nH]c(C)c2-c2cnn(-c3ccccc3)c2)c(O)c1 | i | i | 63 | i | i | i | i | i | 0.1 | i | i
COc1ccc(-c2cc(C)no2)cc1S(=O)(=O)N(C)Cc1ccco1 | i | i | -1 | i | i | i | i | i | . | i | i
O=C(CN(C(=O)c1ccc(Cl)cc1)N1C(=O)C2CCCCC2C1=O)c1ccc(Cl)cc1 (stereo not given) | i | i | 17 | i | i | i | i | i | -0.4 | i | i
O=c1oc2cc(S(=O)(=O)NCCCO)ccc2c2ccc(S(=O)(=O)NCCCO)cc12 | i | i | 3 | i | i | i | i | i | 0.1 | i | i
Cc1ccc(-c2cc(-c3ccc(F)cc3)nc(N)c2C#N)o1 | i | i | 5 | i | i | i | i | i | -0.7 | i | i
O=C(CSC1=NCCS1)Nc1cccc2ccccc12 | i | i | 2 | i | i | i | i | i | 0.2 | i | i
Cc1ccc(SCC(=O)NN=C2CCN(C)CC2)cc1 | i | i | 17 | i | i | i | i | i | -0.3 | i | i
N#Cc1c(N)nc2c(c1-c1ccco1)CCCCC2 | i | i | 11 | i | i | i | i | i | -0.4 | . | i

Screening data as filed in PubChem.

This is a subset. The share of hits here may be higher or lower than overall.
